Screening data (PubChem)
HKDC1 inh: inhibitors of human hexokinase HKDC1; inhibition, % at 20 µM; Q2TB90; recombinant HKDC1, G6PDH/diaphorase resazurin coupled fluorescence; 0.16% of 340,000 active;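 active = inhibition above about 35% when tested at 20 µM, limit read from the data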;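 also: plate controls were DMSO wells with enzyme for no effect and DMSO wells lacking enzyme for full effect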
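Material – in-house recombinant HK5 (HKDC1) enzyme · Quantity – HKDC1 at 5 µg/mL · Buffer or medium – pH 8.0 Tris buffer with 10 mM MgCl2 · Reagent – glucose with 1 mM ATP · Dosing – single 20 µM dose · Times – reaction time 90 min, room temperature, protected from light · Technique – resorufin fluorescence at 613 nm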
SENP6 block: blocks the human protease SENP6; Q9GZR1; Recombinant SENP6 catalytic domain, aminoluciferin luminescence; inhibition, % at 10 µM; 1.8% of 330,000 active; AID 2599;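 active = inhibition above about 50% at the single tested dose, limit read from the data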;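 also: plate controls were DMSO wells with enzyme for no effect and DMSO wells lacking enzyme for full effect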
Target sequence (Q9GZR1 628-1112 limits assumed): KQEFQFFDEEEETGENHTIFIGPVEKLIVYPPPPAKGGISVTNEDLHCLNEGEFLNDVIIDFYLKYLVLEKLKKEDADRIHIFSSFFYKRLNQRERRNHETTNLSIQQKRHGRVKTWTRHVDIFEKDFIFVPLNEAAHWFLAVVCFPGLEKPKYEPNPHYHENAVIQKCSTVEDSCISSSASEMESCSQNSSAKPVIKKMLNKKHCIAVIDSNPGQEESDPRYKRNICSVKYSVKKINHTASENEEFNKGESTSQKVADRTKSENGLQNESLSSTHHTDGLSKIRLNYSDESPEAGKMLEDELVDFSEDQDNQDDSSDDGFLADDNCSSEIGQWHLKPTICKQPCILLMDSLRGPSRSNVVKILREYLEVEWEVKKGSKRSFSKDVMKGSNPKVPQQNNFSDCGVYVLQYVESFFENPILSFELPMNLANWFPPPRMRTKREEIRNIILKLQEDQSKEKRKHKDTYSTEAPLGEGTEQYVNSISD
SENP7 inh: inhibitors of human SENP7 protease | Q9BQF6 | recombinant SENP7, Z-RLRGG-aminoluciferin luminescence, 40 min | inhibition, % at 5 µM | 1.5% of 330,000 active | AID 434973;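 active = inhibition above about 50% at the single test dose, limit read from the data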;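 also: plate controls were DMSO with enzyme for no effect and no enzyme buffer wells for full effect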
Target sequence (Q9BQF6 706-1050 limits assumed): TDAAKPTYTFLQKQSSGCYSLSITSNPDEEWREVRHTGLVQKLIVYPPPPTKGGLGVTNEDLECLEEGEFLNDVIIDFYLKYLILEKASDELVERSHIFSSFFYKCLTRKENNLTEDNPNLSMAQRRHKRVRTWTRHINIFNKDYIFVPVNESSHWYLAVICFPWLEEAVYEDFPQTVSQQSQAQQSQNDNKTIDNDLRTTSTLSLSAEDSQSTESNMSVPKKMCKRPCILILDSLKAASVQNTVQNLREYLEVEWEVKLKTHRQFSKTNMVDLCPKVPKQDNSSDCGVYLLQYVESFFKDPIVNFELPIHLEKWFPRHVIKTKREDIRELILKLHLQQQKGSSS
UBC13 inh: blocks human UBC13 polyubiquitin chain formation; 0.47% of 330,000 active; TR-FRET; P61088; AID 485273; inhibition, % at 20 µM; in the data active = inhibition above about 45%, passing the limit was not always enough
PfG6PD inh: PfG6PD (Plasmodium falciparum) enzyme inhibition. 0.78% of 350,000 active. inhibition, % at 20 µM. PfGluPho enzyme, NADPH resazurin-diaphorase fluorescence;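 active = inhibition reaching at least a set limit at 20 µM in the primary screen, cut at about 59% in these data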;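 also: 0% = DMSO wells with substrate and 100% = DMSO wells lacking glucose-6-phosphate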
SENP8 block-1: SENP8 (human) protease inhibition; Q96LD8; recombinant SENP8, Nedd8 substrate fluorescence; inhibition, % at 20 µM; 0.64% of 360,000 active; AID 602440; in the data active = inhibition mostly above about 40%, no sharp cut-off; inactive = mostly below about 27%
Target sequence (Q96LD8 whole entry, looked up): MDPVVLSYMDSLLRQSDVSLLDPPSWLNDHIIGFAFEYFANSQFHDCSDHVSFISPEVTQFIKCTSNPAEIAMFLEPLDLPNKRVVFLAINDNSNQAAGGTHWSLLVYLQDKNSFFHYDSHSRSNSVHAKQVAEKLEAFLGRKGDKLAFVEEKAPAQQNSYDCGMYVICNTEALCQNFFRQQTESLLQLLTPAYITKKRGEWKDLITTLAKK
SENP1 inh: inhibitors of human SENP1 SUMO protease catalytic domain | Q9P0U3 | recombinant SENP1 catalytic domain, CyPet-SUMO1-YPet FRET cleavage | inhibition, % at 10 µM | 0.21% of 360,000 active;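 active = inhibition at least 30% at 10 µM, raw YFP signal under a set limit, fluorescence ratio 0.5 to 1.5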;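 also: 0% = enzyme with DMSO and 100% = no enzyme wells; some results filed as inactive read as strong as hits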
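system = hSENP1 catalytic domain, recombinant | reagent = SFCypet-SUMO1-SFYpet substrate at 25 nM | doses = one dose per compound, 10 µM, 0.5% DMSO | incubation = enzyme reaction for 50 min at room temperature, dark | measured by = FRET, CFP and YFP emission | controls = no-enzyme low, enzyme-DMSO high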
SENP8 block-2: SENP8 protease inhibition; purified SENP8, Z-RLRGG-aminoluciferin cleavage, luminescence; inhibition, % at 10 µM; 1.2% of 330,000 active; AID 2540; Q96LD8; in the data active = inhibition above about 50%
MIN6 prolif: inducers of beta-cell replication in MIN6 cells. 0.29% of 330,000 active. proliferation, % at 10 µM. MIN6 cells proliferation, ATPlite luminescence, 48 h; cells starved in 0.2% serum; 100% = growth in 10% serum. AID 2380;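 active = compounds whose signal lies at least 3.5 SD above the mean of all wells on their plate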;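 also: 0% = DMSO-treated cells in low-serum medium and 100% = 10% serum control; some compounds called inactive have numbers as strong as hits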
Numbers without * were called inactive; . = not tested or not shown.

entry	mol	HKDC1 inh	SENP6 block	SENP7 inh	UBC13 inh	PfG6PD inh	SENP8 block-1	SENP1 inh	SENP8 block-2	MIN6 prolif
1	CC(C)CN(CC(C)C)C(=O)Nc1cccc([N+](=O)[O-])c1	-3	-42	-5	11	13	1	2	-3	-2
2	Cc1ccc(C(=O)NNC(=O)C(C)Oc2ccccc2F)cc1S(=O)(=O)N1CCOCC1 (stereo not given)	-4	-9	-14	-5	-20	-3	1	-10	4
3	Cc1ccc(N(C(=O)CCC(=O)Nc2ccccn2)C(C(=O)NC(C)C)c2ccc(F)cc2)cc1 (stereo not given)	2	-11	8	7	6	2	0	-2	0
4	Cc1ccc(S(=O)(=O)NCCNc2ccc([N+](=O)[O-])cc2C(F)(F)F)cc1	4	-3	10	4	10	17	1	-5	-2
5	COc1ccc(-c2nnc(SCC#N)o2)cc1	-2	-16	4	-11	-9	17	3	-7	-2
6	Cc1cc(C(=O)Cn2nc(C(=O)O)c3ccccc3c2=O)c(C)n1-c1ccccc1	-5	9	-7	-8	-7	14	-2	3	-5
7	Cc1ccc(C)c(NC(=S)NC(NC(=O)Cc2ccccc2)C(Cl)(Cl)Cl)c1 (stereo not given)	-4	-9	-4	5	-2	16	1	-4	-3
8	CCc1ccc(-c2nc(NC(=S)NC(=O)c3cccs3)sc2C)cc1	18	2	5	-8	-4	26	5	-1	0
9	C=CCc1cc(C=O)cc(OC)c1OCc1c(Cl)cccc1Cl	-6	-1	7	16	23	18	0	5	-6
10	Cc1ccc(N2C(N)=NC(N)=NC23CCCC3)c(C)c1	-5	1	8	-5	6	11	0	-8	0
11	COCCn1c(-c2cccc([N+](=O)[O-])c2)nc2c1c(=O)[nH]c(=O)n2Cc1ccccc1	17	-17	-14	-22	8	2	0	-16	1
12	O=[N+]([O-])c1ccc(C2Nc3cccc4cccc(c34)N2)cc1	0	.	.	.	56	10	0	.	.
13	COc1cc(C(=O)Oc2ccccc2/C=N/NC(=O)c2ccc(C)c(Cl)c2)cc(OC)c1OC	-14	-3	-7	0	-8	5	-1	-1	-1
14	COc1ccc(NC(=O)CSc2nc3ccccc3c(=O)n2CCC(=O)N2CCCCC2)cc1	-1	-8	0	8	-22	-5	0	-6	-1
15	c1ccc(N2CCN(Cc3nc4ccccc4[nH]3)CC2)nc1	0	-1	6	2	14	-49	-48	5	0

Values by screen from the list.
Compounds 3–14 in MIN6 prolif read 0, -2, -2, -5, -3, 0, -6, 0, 1, ., -1, -1
Compounds 3–14 in SENP7 inh read 8, 10, 4, -7, -4, 5, 7, 8, -14, ., -7, 0
Compounds 3–14 in HKDC1 inh read 2, 4, -2, -5, -4, 18, -6, -5, 17, 0, -14, -1

Carrying on.
entry	mol	HKDC1 inh	SENP6 block	SENP7 inh	UBC13 inh	PfG6PD inh	SENP8 block-1	SENP1 inh	SENP8 block-2	MIN6 prolif
16	C=CCOc1ccc(/C=C2\SC(=S)N(C(C(=O)O)c3ccccc3)C2=O)cc1 (stereo not given)	9	.	.	.	-7	42*	-12	.	.
17	Cc1c(Cl)cccc1-n1ccnc1SCC(=O)O	2	-11	-10	-13	-4	-1	0	-19	-1
18	Cc1ccc(-c2nnc(N3CCN(C(=O)c4ccco4)CC3)c3ccccc23)cc1	-1	0	4	4	-6	14	1	7	-2
19	COc1cc(/C=C/C(=O)OCC(=O)N(CC(C)C)c2c(N)n(Cc3ccccc3)c(=O)[nH]c2=O)ccc1O	-8	.	.	.	12	-494	-62	.	.
20	Cc1cc(C)cc(NC(=O)c2ccc(CNc3c(N4CCCC4)c(=O)c3=O)cc2)c1	-3	3	-5	-6	-11	30	2	-3	1
21	CCN(CC)S(=O)(=O)c1ccc2c(c1)N(CC(=O)NCc1ccccn1)C(=O)CO2	-3	0	10	10	-21	20	0	8	-1
22	O=S(=O)(c1ccc(Oc2ccc(Br)cc2F)nc1)N1CCCCC1	2	4	8	3	9	16	3	1	-4
23	CC(=O)NCCCC(=O)NN1C(=S)N(Cc2ccccc2)C(=O)C1CC(=O)Nc1cccc(C)c1 (stereo not given)	0	6	-4	-26	14	10	2	-5	-1
24	CC(O)CNc1nc2c(c(=O)n(Cc3ccccc3)c(=O)n2C)n1C (stereo not given)	-3	0	4	-3	-8	22	0	-6	-4
25	O=C(Nc1cccc(Cl)c1N1CCCCC1)c1ccc2c(c1)OCCO2	-7	-7	2	10	8	29	1	10	-6
26	COc1cccc(CNC(=O)CCC(=O)N2CC(C)Oc3ccccc32)c1OC (stereo not given)	-3	-8	-6	-2	-8	9	-1	0	3
27	CCOc1ccc(CCNC(=O)c2ccc(OCc3c(C)noc3C)cc2)cc1OCC	-4	-2	-1	4	-1	4	4	11	3
28	O=C(O)c1ccc(NC(=O)c2ccccc2NC(=O)c2cccc(F)c2)cc1	-1	-1	-7	4	-8	4	-1	3	-2
29	O=c1c2ccccc2nc(CSc2nnnn2-c2ccccc2)n1-c1ccccc1Cl	-5	0	-4	-2	6	26	1	-1	-2
30	Cc1cccc(-n2c(-c3csc(C)c3C)n[nH]c2=S)c1	-5	-2	-4	2	50	21	1	-10	0
31	O=[N+]([O-])c1ccc(O)c(CN2CCCCCC2)c1	-6	9	-5	-16	-11	12	2	-3	1
32	N#C/C(C(N)=O)=C1/CCCN1Cc1ccccc1	-4	-4	1	3	-8	7	-1	7	-2
33	Cc1ccc(CN2C(=O)N/C(=C/c3ccc(-c4ccc(C(=O)O)cc4)o3)C2=O)cc1	9	25	-4	21	3	-447	-35	-6	-1
34	CC(C)Oc1ccc(CN=C(N)N=C(N)N)cc1Cl	-11	-3	1	0	4	17	2	-11	0
35	Cc1noc(C)c1C(=O)OCC(=O)c1ccc[nH]1	0	-2	5	-1	13	11	-7	-2	-1
36	CCN1CCN(CC(=O)Nc2cc(C)c(C)cc2[N+](=O)[O-])CC1	-8	-5	-6	-18	0	10	2	-6	3
37	Cc1nn(C)c(Cl)c1CN1CCN(CCC(C)C)C(CCO)C1 (stereo not given)	-4	-8	-9	-8	-1	13	2	-5	-2
38	Cc1ccc(CNC(=O)c2ccc(CS(=O)(=O)c3ccccc3C)o2)cc1	-3	3	-5	0	0	3	0	3	4
39	CCCC(=O)NNC(=O)CCC(=O)Nc1ccccc1Cl	16	-7	-3	-13	-2	9	2	-8	-1
40	Cc1ccc(C(=O)N(C)CC(=O)Nc2ccc(N3CCOCC3)cc2)s1	0	1	-7	-5	4	2	-5	-2	1
41	CCc1ccc(OCCCC(=O)NCc2ccccc2)cc1	-8	-5	5	12	-3	25	0	-4	-1
42	CCOc1ccccc1OCC(=O)OCC(=O)c1c(C)[nH]c2ccccc12	0	-32	8	-2	13	0	2	-20	3
43	CCCOc1c(Br)cc(/C=N/O)cc1OC	-3	-32	15	-2	3	24	2	-14	0
44	O=C(CSc1ccc(Br)cc1)Nc1ccc(N2CCOCC2)cc1	0	1	4	-1	12	14	0	-8	-2
45	Cc1cc(=O)[nH]c2cc(O)ccc12	-6	-16	-7	4	-4	-280	2	-1	-1
46	OCCCNC(=S)NC1CCCC1	0	-2	-13	-1	-3	4	1	-7	-2
47	COc1ccc(N2CCN(C(=O)CSc3nnc(-c4cc5ccccc5cc4O)n3C)CC2)cc1	-8	3	-3	-16	16	-70	-4	-5	-4
48	CN1C(=O)c2ccccc2N(C)C1c1cccc(O)c1 (stereo not given)	-1	-2	5	11	0	-419	-37	9	-1
49	COc1cc(OC)c2c(-c3cccc(-c4ccc(CO)cc4)c3)cc(=O)oc2c1	8	.	-8	.	52	-65	0	.	.
50	COCCOC(=O)C1=C(C)NC2=C(C(=O)CC(C)(C)C2)C1c1cccnc1 (stereo not given)	-2	-6	5	13	8	-318	-132	2	3
51	COc1ccc(NC(=O)c2ccc(COCC(F)(F)F)cc2)cc1OC	-10	-18	-10	-10	3	9	-1	-8	0
52	CC1=CC(C)C2(CO)COC(c3ccccc3O)C1C2C (stereo not given)	4	-9	3	6	10	25	1	1	2
53	Cc1ccc(NCc2nnc3n2CCCCC3)c(C)c1	-7	-5	3	2	-2	16	3	2	-2
54	COc1ccccc1Oc1ccc2c(c1)C(=O)N(c1ccccc1)C2=O	-1	-19	-12	7	13	20	0	-11	-2
55	CC(C)N1CCSC1=S	-7	.	.	.	6	2	3	.	.
56	CCOC(=O)C1C(=O)OC2(CCCC2)C1C(=O)OCC (stereo not given)	2	7	4	-7	-2	7	1	-4	6
57	CCCCn1c(N)c(-c2nc3ccccc3s2)c2c([N+](=O)[O-])nn(CC)c(=O)c21	-3	-7	-1	-36	14	-5	-29	-6	-6
58	CC(/C=C/c1ccco1)=N\NC(=O)c1cc(C)[nH]n1	5	-10	3	-2	29	-2	-2	1	0
59	COc1ccc(NC(=O)C23CC4CC(C2)CC(c2ccc(C)cc2)(C4)C3)cc1	9	0	0	5	12	18	1	-4	0
60	Cc1cc(C)cc(N/C(N)=N/c2nc(C)cc(C)n2)c1	1	-11	9	6	12	8	2	1	-2
61	O=C(O)c1nn(CC(=O)N2CCN(c3ncc(C(F)(F)F)cc3Cl)CC2)c(=O)c2ccccc12	4	-10	7	-1	-1	10	0	-3	-3
62	CC(=O)c1ccc(S(=O)(=O)NC2CC(=O)N(c3ccc(Cl)cc3)C2)cc1 (stereo not given)	1	-5	2	2	-19	17	0	-3	-5
63	CC(Sc1nncn1C)C(=O)NCCC1=CCCCC1 (stereo not given)	-4	1	13	6	-6	20	0	6	-2
64	FC(F)(F)c1cccc(Cc2noc(CN3CCCCC3c3ccccn3)n2)c1 (stereo not given)	-7	-6	-1	0	6	4	-2	1	-4
65	COc1ccc(NC(=O)CCc2nc(-c3ccc(C)cc3)no2)cc1Cl	5	-18	0	2	-2	24	0	-11	-2
66	Cc1ccc2[nH]c(-c3ccccc3)c(CN3CCOCC3)c(=O)c2c1	-5	-10	-8	-2	2	-6	1	-8	-2
67	COC(=O)c1c(C)nsc1NC(=O)Oc1ccccc1	-4	-11	-1	-17	-2	10	3	-8	1
68	CCNC(=S)N(CCc1c(C)[nH]c2ccc(C)cc12)Cc1cccnc1	-4	16	-2	2	4	4	-7	19	-5
69	CCCCn1c(SCC(=O)NC2CC2)nc2ccccc2c1=O	8	-5	-9	-13	8	2	0	2	4
70	Cc1ccc2nc(SCc3nc4ccccc4c(=O)[nH]3)[nH]c2c1	-4	-14	-13	2	14	-150	-38	-9	-1
71	CCOC(=O)/C(C#N)=C1/C=CN(C)C(C)=N1	3	-12	8	-15	-10	5	2	2	-2
72	Cn1c(N)c(C(=O)COC(=O)C2(c3cccc(F)c3)CCCC2)c(=O)n(C)c1=O	-5	-6	0	-8	24	14	0	-8	-1
73	Cc1nn(-c2ccc(F)cc2)c(Cl)c1/C=C/C(=O)N1CCNC(=O)C1	-8	-11	7	-2	-2	8	-1	1	-4
74	O=C(COc1ccc2ccc(=O)oc2c1)OCc1ccccc1	-3	8	5	8	7	-44	1	8	-1
75	COc1cccc(C(=O)N(C)CC(=O)Nc2ccc(F)c(F)c2F)c1	-3	.	.	.	-15	8	2	.	.
76	COc1ccc2[nH]c3nc(SCc4nnc(-c5ccc(C)cc5)o4)nnc3c2c1	-4	6	3	-26	-4	14	1	6	-5
